Compound activity (PubChem BioAssay)
Tau fluor counter: Counterscreen qHTS for Inhibitors of Tau Fibril Formation, Fluorescence Polarization; AID 1463, 2008; hit rate 0.93% among 280,000; tau K18 P301L Alexa594 fluorescence, heparin fibrillization; Potency, µM (doses to about 57.7 µM), inactives show top-dose activity change, negative = decrease; further: on the % scale 0 is the no-effect control and ±100 the full control effect; nearly all actives have a fitted effect of over 55% in size
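Human tau K18 P301L (15 uM unlabeled, 0.24 uM Alexa 594-labeled) in 100 mM sodium acetate pH 7 with 20 uM heparin, 6 hr at 37 C. ThT 30 uM added, 1 hr ambient; Alexa 594 FP and total fluorescence read at 555/632 nm.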
Tau FP inhib: qHTS for Inhibitors of Tau Fibril Formation, Fluorescence Polarization | AID 1468, 2008 | Microtubule-associated protein tau (Homo sapiens), P10636 | hit rate 0.39% among 280,000 | K18 P301L tau heparin fibrillization, Alexa594 FP, 6 h | Potency, µM (doses to about 57.7 µM), for the others: at the top dose activity, negative = inhibition, most hits filed as inhibitors; further: on the % scale 0 is the no-effect control and ±100 the full control effect; nearly all actives have a fitted effect of over 55% in size
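Compound effects on tau fibrillization are measured by Alexa 594 fluorescence polarization (ex 555, em 632 nm). K18 P301L tau is used at 15 uM with 0.24 uM labeled tracer, and 20 uM heparin induces aggregation over 6 hr at 37 C.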
SMN2 splice enh: qHTS Assay for Enhancers of SMN2 Splice Variant Expression. HEK293 SMN2-luciferase splicing reporter, luminescence, 30-36 h. Potency, µM (doses to about 46.1 µM), without a hit: at the top dose activity change, positive = activation, usual class: activators. hit rate 2.8% among 210,000; further: % of control where 0% means no effect; nearly all actives have a fitted effect of over 55% in size
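qHTS luciferase splicing reporter: luminescence rises when SMN2 exon 7 is included in transfected HEK293 cells. Compound exposure lasted 30-36 h at 37C, with 4.5 mM final sodium butyrate as control, followed by a ONE-Glo read.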
HttQ103 aggreg: qHTS Multiplex Assay to Identify Dual Action Probes in a Cell Model of Huntington: Aggregate Formation (GFP) | PC12 HttQ103-GFP aggregates, Acumen cytometry, 40 h | Potency, µM (titrated, usually from 46.1 µM), without a hit: at the top dose activity change, negative = inhibition, most hits filed as inhibitors | hit rate 1.1% among 220,000 | AID 1688, 2009; further: on the % scale 0 is the no-effect control and ±100 the full control effect; nearly all actives have a fitted effect of over 60% in size
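PC12/HTTQ103-GFP, ecdysone-inducible; teb 100 nM; cpd qHTS titration; GFP aggregates read on laser cytometer, Ex 488/Em 500-530 nm.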
Tau fibril ThT: qHTS for Inhibitors of Tau Fibril Formation, Thioflavin T Binding | hit rate 2.1% among 270,000 | Potency, µM (series often up to 57.4 µM), without a hit: top-dose activity, negative = inhibition, usual class: inhibitors | AID 1460, 2008 | recombinant tau K18 P301L, heparin-induced fibrillization, ThT fluorescence | Microtubule-associated protein tau (Homo sapiens), P10636; further: on the % scale 0 is the no-effect control and ±100 the full control effect; nearly all actives have a fitted effect of over 55% in size
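Fibril formation assay: tau K18 P301L at 15 uM with trace Alexa 594 label, heparin inducer 20 uM, pH 7 sodium acetate buffer, 37 C for 6 hr; endpoint ThT signal.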
JMJD2E inh: qHTS Assay for Inhibitors of Human Jumonji Domain Containing 2E (JMJD2E). Lysine-specific demethylase 4E (Homo sapiens), B2RXH2. JMJD2E catalytic domain, FDH-coupled NADH fluorescence (FDH is formaldehyde dehydrogenase). Potency, µM (series often up to 57.1 µM), without a hit: top-dose activity change, negative = inhibition, actives largely listed as inhibitors. hit rate 1.6% among 230,000; active means well fitted inhibition curve with a large enough effect, not every such curve was filed as active; inconclusive means small, poorly fitted or top-dose-only effect, or another doubt; inactive means no such curve, though single readings can be large or run the other way;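 further: 0% = wells with enzyme and -100% = buffer wells without enzyme; nearly all actives have a fitted effect of over 50% in size; many of its hits are not listed in these tables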
Target sequence (B2RXH2 1-337 limits assumed): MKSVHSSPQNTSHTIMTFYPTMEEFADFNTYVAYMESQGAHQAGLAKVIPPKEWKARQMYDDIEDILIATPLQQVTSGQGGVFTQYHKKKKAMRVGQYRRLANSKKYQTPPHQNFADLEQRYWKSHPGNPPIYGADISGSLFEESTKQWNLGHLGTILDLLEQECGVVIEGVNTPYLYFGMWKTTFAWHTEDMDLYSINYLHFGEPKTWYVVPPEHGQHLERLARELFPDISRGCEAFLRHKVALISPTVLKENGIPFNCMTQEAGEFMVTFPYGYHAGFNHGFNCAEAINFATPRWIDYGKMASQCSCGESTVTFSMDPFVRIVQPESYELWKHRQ
HTT cytoprotect: qHTS Multiplex Assay to Identify Dual Action Probes in a Cell Model of Huntington: Cytoprotection (ATP). PC12 HTT-Q103 induced, cytoprotection, ATP luminescence, 40 h. Potency, µM (titrated, usually from 56.4 µM), for the others: cytoprotection (ATP increase), usual class: activators. hit rate 0.14% among 230,000. AID 1471, 2008;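 further: % of control where 0% means no effect; nearly all actives have a fitted effect of over 45% in size; toxic huntingtin expression switched on by the ecdysone agonist tebufenozide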
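Compounds were screened for protection of PC12 cells against cell death after tebufenozide induction (100 nM final) of mutant Huntingtin exon 1 (Q103) fused to GFP.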
ALDH1A1 inh: qHTS Assay for Inhibitors of Aldehyde Dehydrogenase 1 (ALDH1A1); Purified ALDH1A1, NADH fluorescence, propionaldehyde substrate; Potency, µM (top dose mostly 75.3 µM), inactives show at the top dose activity, negative = inhibition, most hits filed as inhibitors; hit rate 7.3% among 220,000; Aldehyde dehydrogenase 1A1 (Homo sapiens), P00352; active means well fitted inhibition curve with a large enough effect, not every such curve was filed as active; inconclusive means small, poorly fitted or top-dose-only effect, or another doubt; inactive means no such curve, though single readings can be large or run the other way;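 further: plate controls were no enzyme wells and a reference inhibitor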
Target sequence (P00352 whole entry, looked up): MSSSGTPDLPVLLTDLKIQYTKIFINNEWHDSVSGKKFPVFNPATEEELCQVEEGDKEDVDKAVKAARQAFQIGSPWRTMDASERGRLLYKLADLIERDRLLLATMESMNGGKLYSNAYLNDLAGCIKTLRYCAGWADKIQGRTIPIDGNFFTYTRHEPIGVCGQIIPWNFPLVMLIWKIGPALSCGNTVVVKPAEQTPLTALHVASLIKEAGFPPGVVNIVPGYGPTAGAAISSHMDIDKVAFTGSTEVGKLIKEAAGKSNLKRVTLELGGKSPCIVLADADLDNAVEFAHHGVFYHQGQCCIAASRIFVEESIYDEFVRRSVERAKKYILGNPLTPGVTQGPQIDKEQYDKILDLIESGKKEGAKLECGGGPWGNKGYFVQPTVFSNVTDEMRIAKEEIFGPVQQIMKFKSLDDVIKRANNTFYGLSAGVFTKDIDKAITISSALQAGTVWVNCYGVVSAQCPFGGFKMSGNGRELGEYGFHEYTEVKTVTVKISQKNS
The depositor's hits bear a star; ? = inconclusive; . = no result given; [ ] = dose if it differs, or a comment. Unless noted, the call rests on the fitted dose curve; in most records, active means well fitted curve in the direction sought with a large enough effect; inconclusive means small, poorly fitted or top-dose-only effect, or another doubt; inactive means no such curve, though single readings can be large; an effect the other way counts as inactive or inconclusive. Potency means the concentration at half of the fitted maximal effect. These rows are one share of the data (hit frequency here may not be typical).

no.	smiles	Tau fluor counter	Tau FP inhib	SMN2 splice enh	HttQ103 aggreg	Tau fibril ThT	JMJD2E inh	HTT cytoprotect	ALDH1A1 inh
1	COC(=O)N[C@@H](c1cccc(C)c1)[C@@H](C)[N+](=O)[O-]	-1%	2%	1%	.	0%	-2%	-37%	0%
2	N#CNC(=Nc1cccc(F)c1)SCc1ccccc1F	-3%	9%	-34%[inhibitor]	9%	1%	-1%	9%[10 µM]	1%
3	COc1cccc2c1OC1(C)CC2NC(=O)N1c1cccc(C(=O)N2CCN(c3ccccc3)CC2)c1 (stereo unspecified)	-6%	6%	7%	-2%	-9%	2%	14%	2%
4	NC(=O)COc1ccc(=O)n(-c2ccccc2)n1	-4%	-2%	-15%	1%	-6%	-1%	8%	?
5	C/C(Nc1ccc(F)cc1)=C(/C#N)C(N)=O	-3%	0%	-5%	29%	-5%	-4%	-11%	7%
6	Cc1cc(C(=O)CCl)c(C)n1Cc1ccco1	-1%	8%	11%	?	?	-13%	3%	0.1µM*
7	CC(C)[C@H](CO)Nc1nc(Nc2ccc(Cl)c(C(=O)O)c2)c2ncn(C(C)C)c2n1	10%	6%	.	4%[9.22 µM]	0%	-27%	-5%[10 µM]	.
8	O=C(Nc1cccc(F)c1)c1ccc(Cn2cc([N+](=O)[O-])cn2)o1	-11%	-5%	-30%	?	-7%	4%	-24%	?
9	C=CCn1c(=NC(=O)CN2C(=O)CCC2=O)sc2cc(S(N)(=O)=O)ccc21	1%	-2%	18%	22%	1%	8%	-4%[10 µM]	5%
10	C(=C\c1ccccc1)/C=N/n1cnnc1	-5%	1%	1%	28%	-2%	6%	6%	7%
11	C=CCn1c(C(c2ccccc2)c2ccccc2)n[nH]c1=S	15%	1%	23%	0%	8%	2%	-3%[10 µM]	6%
12	CCN(CC)C(=O)CN1C(=O)C(=O)c2ccccc21	-8%	-2%	.	3%[9.22 µM]	-11%	4%	-7%[10 µM]	0.02µM*
13	N#C/C(=C(/O)c1ccc(F)cc1)c1nc2ccccc2s1	-22%	6%	-35%[inhibitor]	?	?	-9%	-121%[inhibitor]	-5%
14	CCOc1ccccc1NC(=O)CSc1nnc2ccc(-c3ccncc3)nn12	-3%	-2%	-4%	-9%	-8%	5%	-44%[inhibitor]	7%
15	CC1(C)NC(=O)N(CC(=O)OCC(=O)Nc2cccc(S(N)(=O)=O)c2)C1=O	0%	-7%	3%	14%	0%	10%	15%[10 µM]	-4%
16	CCn1cc(C2=NC(CCSC)CO2)c2ccccc21 (stereo unspecified)	-10%	-3%	-13%	?	-6%	2%	-25%	3%
17	Cc1c(N=Cc2ccccn2)c(=O)n(-c2ccccc2)n1C	-8%	0%	-8%	-8%	-9%	-9%	-6%	-3%
18	CC(C)(C)OC(=O)NC(CCCCNC=O)C(=O)O (stereo unspecified)	-8%	?	4%	1%	-7%	1%	4%[1.9 µM]	2%
19	O=C(CCC1CCCN(C(=O)c2ccc3cc[nH]c3c2)C1)N1CCN(c2ccccn2)CC1 (stereo unspecified)	-4%	3%	-32%[inhibitor]	1%[9.22 µM]	-4%	?	8%[10 µM]	-12%
20	Cc1ccc(CS(=O)(=O)c2ncc(Cl)c(C(=O)Nc3nc4ccc(F)cc4s3)n2)cc1	-24%	-11%	-4%	.	14µM*	.	.	.
21	Cc1ccc2c(c1)cc(CN(C(=O)N1CCOCC1)C1CCCC1)c1nnnn12	-5%	7%	.	-2%[9.22 µM]	-8%	45%[activator]	-9%[10 µM]	2%
22	COc1ccc(OC)c(S(=O)(=O)Nc2ccccc2C(F)(F)F)c1	-3%	1%	3%	7%	0%	1%	24%[10 µM]	4%
23	O=C1NC(=S)S/C1=C\c1coc2ccc(O)cc2c1=O	-26%	-2%	.	7%[9.22 µM]	1.1µM*	-3%	-20%[10 µM]	?
24	COc1ccc(-c2csc(NC(=O)CSc3nnc(Nc4ccccc4C)s3)n2)cc1	-12%	?	4%	-8%[9.22 µM]	0%	4%	-22%	25µM*

A draw from above in order of SMILES length, smallest number first.
no.	smiles	Tau fluor counter	Tau FP inhib	SMN2 splice enh	HttQ103 aggreg	Tau fibril ThT	JMJD2E inh	HTT cytoprotect	ALDH1A1 inh
10	C(=C\c1ccccc1)/C=N/n1cnnc1	-5%	1%	1%	28%	-2%	6%	6%	7%
6	Cc1cc(C(=O)CCl)c(C)n1Cc1ccco1	-1%	8%	11%	?	?	-13%	3%	0.1µM*
16	CCn1cc(C2=NC(CCSC)CO2)c2ccccc21 (stereo unspecified)	-10%	-3%	-13%	?	-6%	2%	-25%	3%
18	CC(C)(C)OC(=O)NC(CCCCNC=O)C(=O)O (stereo unspecified)	-8%	?	4%	1%	-7%	1%	4%[1.9 µM]	2%
12	CCN(CC)C(=O)CN1C(=O)C(=O)c2ccccc21	-8%	-2%	.	3%[9.22 µM]	-11%	4%	-7%[10 µM]	0.02µM*
23	O=C1NC(=S)S/C1=C\c1coc2ccc(O)cc2c1=O	-26%	-2%	.	7%[9.22 µM]	1.1µM*	-3%	-20%[10 µM]	?
13	N#C/C(=C(/O)c1ccc(F)cc1)c1nc2ccccc2s1	-22%	6%	-35%[inhibitor]	?	?	-9%	-121%[inhibitor]	-5%
14	CCOc1ccccc1NC(=O)CSc1nnc2ccc(-c3ccncc3)nn12	-3%	-2%	-4%	-9%	-8%	5%	-44%[inhibitor]	7%
8	O=C(Nc1cccc(F)c1)c1ccc(Cn2cc([N+](=O)[O-])cn2)o1	-11%	-5%	-30%	?	-7%	4%	-24%	?
24	COc1ccc(-c2csc(NC(=O)CSc3nnc(Nc4ccccc4C)s3)n2)cc1	-12%	?	4%	-8%[9.22 µM]	0%	4%	-22%	25µM*
9	C=CCn1c(=NC(=O)CN2C(=O)CCC2=O)sc2cc(S(N)(=O)=O)ccc21	1%	-2%	18%	22%	1%	8%	-4%[10 µM]	5%
15	CC1(C)NC(=O)N(CC(=O)OCC(=O)Nc2cccc(S(N)(=O)=O)c2)C1=O	0%	-7%	3%	14%	0%	10%	15%[10 µM]	-4%
7	CC(C)[C@H](CO)Nc1nc(Nc2ccc(Cl)c(C(=O)O)c2)c2ncn(C(C)C)c2n1	10%	6%	.	4%[9.22 µM]	0%	-27%	-5%[10 µM]	.

(next part)
no.	smiles	Tau fluor counter	Tau FP inhib	SMN2 splice enh	HttQ103 aggreg	Tau fibril ThT	JMJD2E inh	HTT cytoprotect	ALDH1A1 inh
25	CCc1cccc(CC)c1NC(=O)COC(=O)c1cccc(S(=O)(=O)N2CCc3ccccc3C2)c1	-14%	4%	12%	3%	-4%	11%	19%[10 µM]	-1%
26	Cc1ccc(S(=O)(=O)N(C)CC(=O)OCC(=O)NC(=O)NC(C)C)cc1	-2%	-1%	.	3%[9.22 µM]	-2%	8%	-7%[10 µM]	.
27	COC(=O)c1cc(=O)[nH]c(SCc2cccc(C)c2)n1	-4%	-3%	-5%	-5%	0%	-8%	-27%	-2%
28	CCOc1ccc(S(=O)(=O)Nc2ccc(F)cc2)c(C)c1C	?	7%	-8%	-53%	-11%	-8%	-35%	?
29	CCC1CCCCN1CCNC(=O)c1[nH]c(C)c(C(C)=O)c1C (stereo unspecified)	-4%	1%	5%	10%	-8%	0%	-3%	13%
30	COC(=O)c1ccc2c(=O)n(CCN3CCOCC3)c(=S)[nH]c2c1	-7%	5%	-26%	32%	-6%	-5%	8%	4µM*
